DUSP3 inh: inhibitors of human VHR1 phosphatase (DUSP3). P51452. recombinant VHR phosphatase, pNPP absorbance. inhibition, % at 13.3 µM. 290,000 compounds, 0.52% hits; in the data active = inhibition above about 50%; also: some compounds called inactive have numbers as strong as hits
BoNT F protease: BoNT F light chain protease inhibition | Multiplex microsphere protease cleavage assay, flow cytometry | 360,000 compounds, 0.22% hits | AID 588497 | inhibition, % at 10 µM; in the data active = inhibition above about 35%, passing the limit was not always enough; inconclusive = no clear call, values can overlap the other calls; also: plate controls were buffer without enzyme for full effect and enzyme alone for no effect
BoNT A protease: BoNT A light chain protease inhibition. multiplex microsphere protease substrate cleavage, flow cytometry. inhibition, % at 10 µM. 360,000 compounds, 0.17% hits; also: plate controls were buffer without enzyme for full effect and enzyme alone for no effect
SSB-PriA inh: K. pneumoniae PriA-SSBct interaction inhibition. AlphaScreen SSBct-PriA binding, biotinylated peptide. inhibition, % at 33 µM. 430,000 compounds, 0.6% hits; in the data active = inhibition mostly above about 37%, no sharp cut-off; inactive = mostly below about 20%;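 also: plate controls were negative control peptide for no effect and reference peptide for full effect; strong numbers were not always called active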
CCHFV vOTU inh: blocks the CCHF virus ovarian tumor domain protease. AID 651958. inhibition, % at 11.5 µM. 370,000 compounds, 0.55% hits. CCHFV vOTU protease, Pep-AMC fluorescence; in the data active = inhibition above about 30%; also: 0% = vehicle wells with enzyme and 100% = no enzyme wells
PrPC surface inh: reduces human prion protein on the cell surface; P04156; cell surface PrPC, TR-FRET read-out; inhibition, % at 13.8 µM; 370,000 compounds, 0.43% hits; in the data active = inhibition above about 24%; also: 0% = median of the test wells and 100% = reference compound wells
3CLpro inhibitor: SARS-CoV 3CLpro protease inhibition; recombinant SARS-CoV 3CLpro, quenched FRET peptide cleavage; P0C6X7; 290,000 compounds, 0.14% hits; inhibition, % at 6 µM; in the data active = inhibition above about 12%
MazEF act: activators of E. coli MazEF toxin-antitoxin RNase; P0AE70; FAM/BHQ RNA-DNA oligo cleavage fluorescence, 5 h; activation, % at 20 µM; 350,000 compounds, 0.32% hits; in the data active = activation above about 50%
Target sequence (P0AE70 whole entry, looked up): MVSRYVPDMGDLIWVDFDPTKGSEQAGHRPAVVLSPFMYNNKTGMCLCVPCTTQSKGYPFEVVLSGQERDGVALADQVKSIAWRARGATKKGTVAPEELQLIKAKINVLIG
Anthrax LF prot: blocks Bacillus anthracis lethal factor protease | P15917 | multiplex microsphere protease cleavage assay, LF | inhibition, % at 10 µM | 360,000 compounds, 0.12% hits; also: plate controls were buffer without enzyme for full effect and enzyme alone for no effect
Target sequence (P15917 whole entry, looked up): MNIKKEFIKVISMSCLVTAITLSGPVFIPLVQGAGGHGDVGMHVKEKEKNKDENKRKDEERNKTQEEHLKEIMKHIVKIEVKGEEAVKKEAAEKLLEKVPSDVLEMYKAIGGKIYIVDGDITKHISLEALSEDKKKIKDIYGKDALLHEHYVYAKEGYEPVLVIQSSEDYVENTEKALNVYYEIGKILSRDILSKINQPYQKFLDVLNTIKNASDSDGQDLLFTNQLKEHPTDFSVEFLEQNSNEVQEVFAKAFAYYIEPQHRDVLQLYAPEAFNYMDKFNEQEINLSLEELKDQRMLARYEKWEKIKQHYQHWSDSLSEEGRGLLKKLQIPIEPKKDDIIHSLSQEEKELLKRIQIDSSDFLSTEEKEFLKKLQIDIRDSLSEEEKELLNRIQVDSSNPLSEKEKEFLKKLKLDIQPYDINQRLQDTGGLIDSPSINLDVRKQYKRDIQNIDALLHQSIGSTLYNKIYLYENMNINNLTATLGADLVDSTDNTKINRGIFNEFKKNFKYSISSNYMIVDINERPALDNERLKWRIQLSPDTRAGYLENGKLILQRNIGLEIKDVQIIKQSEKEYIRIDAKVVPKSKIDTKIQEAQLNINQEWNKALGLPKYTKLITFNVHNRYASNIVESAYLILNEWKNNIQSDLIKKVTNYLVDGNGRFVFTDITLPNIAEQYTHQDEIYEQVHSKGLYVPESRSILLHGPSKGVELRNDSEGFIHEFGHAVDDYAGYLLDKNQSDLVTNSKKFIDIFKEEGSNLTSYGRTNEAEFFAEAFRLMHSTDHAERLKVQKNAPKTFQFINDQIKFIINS
Rv3671c protease: inhibits the M. tuberculosis serine protease Rv3671c. P9WHR9. inhibition, % at 5.96 µM. 320,000 compounds, 0.048% hits. AID 2606; in the data active = inhibition above about 38%;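 also: extracellular domain of Rv3671c used as enzyme; 0% = enzyme with DMSO and 100% = no enzyme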
An asterisk follows results filed as active; ? = inconclusive; . = no result given; & = joins results of further samples. Rule as the data show it, unless noted: active = inhibition above about 30%; inconclusive = no clear call, values can overlap the other calls; inactive = below that.

SMILES	DUSP3 inh	BoNT F protease	BoNT A protease	SSB-PriA inh	CCHFV vOTU inh	PrPC surface inh	3CLpro inhibitor	MazEF act	Anthrax LF prot	Rv3671c protease
CCOC(=O)Cn1cnc2scc(-c3ccc(C)c(C)c3)c2c1=O	31.2	?	-0.9	-1.0	-2.1	0.8	-3.7	8.0	-1.3	-2.7
COc1ccc(C(=O)OCC(=O)C(C)(C)C)cc1S(=O)(=O)N(C)CCc1cccnc1	39.7	?	-12.6	2.2	2.5	2.5	-1.5	-2.9	3.0	1.8
CCOc1cccc2cc(-c3csc(NC(=O)CCC(=O)NCCN4CCCCC4C)n3)c(=O)oc12 (centres undefined)	4.0	-8.2	0.5	-7.0	-9.4	-23.9	3.5	9.1	5.9	-7.9
Cc1ccc(-c2nnc(-c3ccc(NC(=O)Cc4cccs4)cc3)o2)cc1	-12.1	-4.5	0.3	-0.5	-10.3	0.8	-2.1	-35.0	-0.9	-11.5
Cc1ccc(CNC(=O)COC(=O)c2ccc(S(=O)(=O)N(C)C)cc2)cc1	7.2	3.7	0.3	-1.4	-4.0	0.8	-3.6	-14.3	-0.6	3.6
CCOc1ccc(NS(=O)(=O)c2coc(C(N)=O)c2)cc1	9.4	-0.3	-0.2	-15.4	11.4	7.4	1.7	2.6	1.5	5.4
Cc1ccc(NC(=O)c2cnccn2)cc1S(=O)(=O)N(C)C	5.7	-1.8	-0.6	-1.7	-3.8	2.3	-1.4	9.0	0.3	-6.9
Cc1ccc(OCC(=O)Nc2ccc(S(=O)(=O)N3CCN(C)CC3)cc2)cc1	13.3	?	-0.4	-2.1	-0.1	5.2	1.6	-1.5	0.5	2.3
COc1ccc(NC(=O)NCCCN2CCN(c3cc(C)ccc3C)CC2)cc1	-10.4	-8.8	-0.4	-1.3	-2.2	-6.0	3.1	5.3	-2.1	1.9
COC(=O)C1=C(c2ccc(Cl)c(C(F)(F)F)c2)C[C@@H]2CC[C@H]1N2C(=O)N1CCC(C)CC1	.	2.8	-0.5	-12.6	.	.	.	-8.0	5.0	-4.4
Cc1ccc(S(=O)(=O)NC(=O)c2cc(C)n(CCCn3ccnc3)c2C)cc1	-12.4	-7.0	0.3	20.1	9.0	0.5	-7.0	3.6	6.6	-1.9
Clc1nnc(Cl)c2c1ncn2Cc1ccccc1	12.5	?	-8.1	-0.2	0.5	0.9	-2.9	9.4	-1.1	-1.2
O=C(COc1cc2oc(=O)c3c(c2cc1Cl)CCC3)NCCN1CCOCC1	5.3	3.0	0.2	5.9	6.8	-14.9	1.8	7.2	-1.2	-12.0
Cc1cc(OCC(=O)Nc2nnc(C3CC3)s2)ccc1Cl	.	5.6	0.2	.	1.7	6.0	.	-1.8	-2.5	.
O=C(COc1ccccc1)NC(=S)Nc1cccc2cc(O)ccc12	2.3	-11.4	-2.7	0.1	-2.8	-0.8	1.6	3.5	0.5	4.0
Cc1ccc(C(=O)N2[C@@H]3CN(C)C(=O)[C@@]2(C)[C@H]2C(=O)N(Cc4ccccc4)C(=O)[C@@H]32)cc1	.	0.9	0.1	-0.3	-6.3	-1.9	.	9.6	-5.0	.
NC(=O)C1=C[C@H](c2coc3ccccc3c2=O)C[C@H](OCc2ccc(CO)cc2)O1	25.6	-2.8	-0.5	-7.4	-5.8	-2.3	0.0	5.6	3.8	-3.8
CC1(C)CC(N2CCN(Cc3ccccc3)CC2)=CC(=[N+]2CCCCC2)C1	23.1	6.6	1.0	-6.2	9.0	23.0	1.4	-8.7	-3.6	-1.1
C/C(=N/Oc1nc(C)cc(C)n1)c1ccc(Cl)cc1Cl	18.9	-5.3	-0.6	.	-9.4	10.8	0.7	2.8	2.3	3.0
CCN(CC)S(=O)(=O)c1ccc(NC(=O)CSc2ncnc3ccccc23)cc1	5.7	-5.9	-0.1	-9.0	-2.9	47.1*	0.5	0.5	-0.2	-14.7
C[C@H](NC(=O)c1nc[nH]c1C(=O)N[C@@H](Cc1ccccc1)C(=O)OC(C)(C)C)C(=O)OC(C)(C)C	-0.3	2.6	0.5	6.4	16.4	2.2	.	-0.1	-8.0	-20.4
O=C(CN(C(=O)CSc1nnc(COc2ccccc2)o1)c1ccc(F)cc1)NC1CCCCC1	9.7	4.9	-0.5	-6.1	-15.7	-1.0	0.5	-8.4	-1.3	-2.6
CC(OC(=O)c1ncc(Cl)c(Cl)c1Cl)C(=O)NC1CCCCC1C (centres undefined)	.	-13.8	-1.6	4.0	14.8	1.3	.	5.3	-3.2	2.0
COc1ccc(C2=NOC(C(=O)NCc3cccnc3)C2)cc1OC (centres undefined)	-11.0	5.8	-0.8	-8.9	-0.4	-0.9	-1.2	1.5	9.5	1.3
Cc1ccc(NC(=O)C2C3CCC(O3)C2C(=O)O)cc1C (centres undefined)	9.2	-10.4	-1.4	-14.1	9.7	11.6	-1.2	9.3	3.2	2.4
O=[N+]([O-])c1cc(/C=N\Nc2nc(-c3ccccc3)cs2)ccc1O	18.4	-2.4	-0.4	.	7.5	6.7	6.2	-17.8	-11.1	5.4
Cc1ccc(NC(=O)c2ccccc2NS(=O)(=O)c2ccc(Cl)s2)cc1S(=O)(=O)N1CCOCC1	-12.9	-7.2	-0.9	-1.4	30.7*	15.2	7.3	-1.9	-1.7	-33.3
Cc1cc(C(=O)COc2ccc3ccc(=O)oc3c2)c(C)n1Cc1cccs1	14.7	-8.6	0.0	3.2	-15.2	-0.1	-1.5	-3.5	0.6	-13.5
CC(=O)O[C@H]1C(=O)[C@]2(C)[C@H]([C@H](OC(=O)c3ccccc3)[C@]3(O)C[C@H](OC(=O)[C@H](O)[C@@H](NC(=O)c4ccccc4)c4ccccc4)C(C)=C1C3(C)C)[C@]1(OC(C)=O)CO[C@@H]1C[C@@H]2O	.	-3.9	-1.1	0.1	-0.8	27.9*	.	1.5	6.9	-4.3
CCN(CC)C(=O)CN1C(=O)COCC1=O	20.2	-16.5	-1.4	-3.4	-11.7	9.5	3.3	2.0	-3.0	-5.2
CC#CC(=O)N1CCC(Oc2cccc(C(=O)NCc3ccccn3)c2)CC1	-17.1	10.0	1.9	-4.7	6.2	-1.7	-3.3	0.1	0.8	6.3
COc1cc(C2Nc3cccc4cccc(c34)N2)ccc1OC(C)=O	28.0	-16.3	-1.5	7.1	.	.	4.8	-15.9	-7.5	-7.2
CCn1c(SCC(=O)NC)nnc1C(C)C	8.7	?	0.7	-7.1	-7.4	-6.4	2.0	3.4	2.8	-1.5
N#Cc1nc(Cc2ccccc2)oc1NCc1ccccc1Cl	-12.4	-3.3	0.2	40.1*	-2.7	5.6	3.3	-3.3	-3.9	-10.9
O=C(NCCc1ccccc1)C(=O)N/N=C/c1ccc2c(c1)OCO2	10.6	-0.3	-0.1	.	-3.3	1.7	-2.7	-11.9	-1.5	3.2
OC(c1cccc(F)c1)c1ncc(-c2ccc(Oc3ccccc3)cc2)[nH]1 (centres undefined)	.	-0.3	-0.5	.	2.9	5.8	.	.	-3.2	.
O=C(NNC(=S)NCc1ccco1)c1ccc(S(=O)(=O)N2CCOCC2)cc1	25.2	-3.1	-0.1	-5.5	13.2	-1.1	4.1	-2.1	-5.0	-2.4
CCOc1cc(C2C(C#N)=C(N)Oc3n[nH]c(C)c32)ccc1OCCN1CCOCC1 (centres undefined)	-4.6	-14.5	0.0	-9.6	5.0	8.3	-2.5	-10.3	4.1	-4.5
NS(=O)(=O)c1ccc(NC(=O)c2cc(Cl)sc2Cl)cc1	5.5	-55.2	-29.1	-13.3&2.0	2.2	5.7	-3.0	2.3	-9.3	0.7
CC(=O)Nc1ccc2nc(N)sc2c1	.	-10.9	0.2	0.4&0.0	-4.9	-3.3	-3.4	19.5	2.2	7.7

Molecules shown so far containing fluorine (three):
SMILES	DUSP3 inh	BoNT F protease	BoNT A protease	SSB-PriA inh	CCHFV vOTU inh	PrPC surface inh	3CLpro inhibitor	MazEF act	Anthrax LF prot	Rv3671c protease
COC(=O)C1=C(c2ccc(Cl)c(C(F)(F)F)c2)C[C@@H]2CC[C@H]1N2C(=O)N1CCC(C)CC1	.	2.8	-0.5	-12.6	.	.	.	-8.0	5.0	-4.4
O=C(CN(C(=O)CSc1nnc(COc2ccccc2)o1)c1ccc(F)cc1)NC1CCCCC1	9.7	4.9	-0.5	-6.1	-15.7	-1.0	0.5	-8.4	-1.3	-2.6
OC(c1cccc(F)c1)c1ncc(-c2ccc(Oc3ccccc3)cc2)[nH]1 (centres undefined)	.	-0.3	-0.5	.	2.9	5.8	.	.	-3.2	.

The list goes on:
SMILES	DUSP3 inh	BoNT F protease	BoNT A protease	SSB-PriA inh	CCHFV vOTU inh	PrPC surface inh	3CLpro inhibitor	MazEF act	Anthrax LF prot	Rv3671c protease
Cc1ccc2nc(-c3ccccc3)c(CN3CCSCC3)n2c1	22.5	3.9	0.4	21.8	-2.9	12.3	-0.3	1.0	0.5	6.9
CC/C(=N\NC(=O)CSCc1ccccc1Br)c1ccc2c(c1)OCCO2	-2.2	-16.6	-0.5	.	3.3	4.7	1.1	9.0	-2.6	7.2
CCOC(=O)N1CCN(C(=O)CSC2=NS(=O)(=O)c3cc(Cl)ccc3N2)CC1	.	7.7	-1.9	2.5&-11.0&6.0	6.8	3.6	.	2.9	-0.4	6.4
CC(=O)Nc1ccc(Sc2ncccc2C(=O)Nc2cc(Cl)cc(Cl)c2)cn1	24.5	3.2	-0.2	8.9	1.0	-3.6	1.4	-11.7	1.2	1.2
CN(C)S(=O)(=O)c1ccc(NC(=O)CSc2nc3ccccc3n2-c2ccccc2)cc1	13.3	-0.2	1.4	14.8	3.2	-0.2	2.8	-3.0	-2.6	-104.8
CC1CCCC(NC(=O)CCC(=O)N2CCOc3ccccc32)C1C (centres undefined)	-5.6	5.5	-0.7	-17.0	-7.7	-2.0	6.4	-2.3	1.1	7.9
CCc1ccc2nc3sc(C(=O)Nc4nnc(CC)s4)c(N)c3cc2c1	52.7*	6.9	8.1	-8.6	11.7	-9.6	3.0	6.3	5.3	-6.2
CC(C)c1ccccc1OCCNS(C)(=O)=O	17.7	-7.4	-0.2	-13.0	2.1	-3.3	-5.4	4.3	1.4	0.7
CCOC(=O)c1c(C)[nH]c(C(=O)COC(=O)[C@H](C)NC(=O)c2ccccc2Cl)c1C	-3.4	0.1	0.1	-2.1	18.6	7.7	-0.7	-10.2	0.2	-17.6
CCc1cc(C(=O)NNC(=S)NC2CCCCC2)cs1	3.6	-7.0	-2.5	-4.0	3.7	10.9	2.4	-6.0	-2.2	-8.1
NC(=O)C(=O)NCCCN1CCOCC1	15.1	-2.0	-0.1	-5.0	-7.3	5.6	-2.1	1.4	1.2	-2.0
Cc1cccc(Nc2ccccc2C(=O)OCC(=O)N(C)C2CCS(=O)(=O)C2)c1C (centres undefined)	-11.5	-5.6	0.9	-13.3	3.8	5.5	0.2	0.5	-1.6	0.3
CN1CCc2c(C#N)c(N3CCOCC3)nc(NCC3CCCO3)c2C1 (centres undefined)	4.3	-2.6	-0.1	-1.5	-15.9	1.4	3.4	-1.9	-11.0	2.0
COc1ccc2c(C(=O)c3ccc(C)cc3)n(Cc3ccc(C(N)=O)cc3)[n+]([O-])c2c1	.	-1.6	0.6	-5.8	-12.7	0.7	.	-7.5	0.4	-1.2
O=C(O)/C=C/c1ccc(S(=O)(=O)Nc2ccc(C(=O)NCC(=O)O)cc2)cc1	5.3	1.3	-0.1	10.7	12.0	-4.1	-1.7	-0.9	0.3	-3.0
O=C(CCc1nc(-c2ccccc2)no1)NC1CCCCC1	6.5	3.6	3.8	-9.5	7.0	5.1	-1.4	-2.6	-4.7	-8.2
COc1cc(C2Nc3ccccc3C(=O)N2c2ccc(Cl)cc2)c(Cl)cc1OCC(=O)O (centres undefined)	-17.2	1.3	0.5	-8.6	-69.8	-3.4	-0.6	0.2	-1.1	5.0
O=C1c2ccccc2C(=O)N1CCCCNc1ccccc1	.	-9.7	-0.4	-0.9	4.5	1.4	.	5.9	-0.7	.

This is a subset; rates above refer to the full screens.
